# EBI2 antag: blocks human EBI2 receptor beta-arrestin signaling. P32249. EBI2 beta-arrestin recruitment, luminescence, 7a,25-OHC stimulated. inhibition, % at 5 µM. hit rate 0.81% among 360,000; in the data active = inhibition above about 38%;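 also: enzyme fragment complementation signal reports receptor beta-arrestin coupling in cells; 0% = agonist plus DMSO wells and 100% = wells without agonist; some results beyond the cut were filed as inactive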
# NR3A LBD binder: modulators (binders) of human NR3A ligand-binding domain | AID 1259313 | NR3A LBD differential scanning fluorimetry, Tm shift; 0% = protein alone, 100% = glycine-bound protein | hit rate 2.5% among 340,000 | Tm shift relative to glycine control, % at 25 µM;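 active = melting temperature shift of at least 10% of the positive control shift, at one fixed dose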
# APOBEC3A inh: inhibitors of human APOBEC3A DNA deaminase | AID 493011 | inhibition, % at 20 µM | P31941 | recombinant A3A, FAM/TAMRA ssDNA deamination fluorescence | hit rate 0.41% among 330,000;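 active = at least 40% inhibition at 20 µM here, with at most 30% in a related deaminase screen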;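 also: plate controls were A3A with DMSO for no effect and wells lacking A3A enzyme for full effect; some results filed as inactive read as strong as hits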
# Target sequence (P31941 whole entry, looked up): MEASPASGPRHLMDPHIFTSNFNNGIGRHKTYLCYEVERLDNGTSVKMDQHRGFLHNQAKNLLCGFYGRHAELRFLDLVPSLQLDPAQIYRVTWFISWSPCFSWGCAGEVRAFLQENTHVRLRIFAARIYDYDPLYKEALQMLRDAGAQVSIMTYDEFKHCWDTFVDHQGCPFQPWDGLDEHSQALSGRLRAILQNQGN
# A3G deaminase: inhibitors of human APOBEC3G DNA deaminase | Q9HC16 | recombinant A3G, ssDNA deamination FAM/TAMRA fluorescence | AID 493012 | hit rate 0.28% among 330,000 | inhibition, % at 20 µM;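 active = inhibition of at least 40% at 20 µM, with no more than 30% in the related APOBEC3A deaminase screen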;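 also: plate controls were DMSO wells with A3G for no effect and wells lacking A3G enzyme for full effect; some compounds called inactive have numbers as strong as hits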
# Target sequence (Q9HC16 whole entry, looked up): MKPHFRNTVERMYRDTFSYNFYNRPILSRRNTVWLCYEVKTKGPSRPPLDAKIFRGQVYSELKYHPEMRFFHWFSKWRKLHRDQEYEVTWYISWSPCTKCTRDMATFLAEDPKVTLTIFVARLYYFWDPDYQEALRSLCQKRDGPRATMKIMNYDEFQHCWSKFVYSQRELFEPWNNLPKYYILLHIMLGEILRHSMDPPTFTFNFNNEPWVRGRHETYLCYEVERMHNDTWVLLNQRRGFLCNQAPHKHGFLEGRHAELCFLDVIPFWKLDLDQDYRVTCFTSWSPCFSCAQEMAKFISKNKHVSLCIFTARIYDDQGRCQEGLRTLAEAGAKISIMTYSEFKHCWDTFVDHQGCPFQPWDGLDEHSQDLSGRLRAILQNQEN
# CXCR6 block: inhibitors of human CXCR6 receptor | CHO-K1 PathHunter CXCR6 beta-arrestin, luminescence | AID 602244 | O00574 | inhibition, % at 20 µM | hit rate 0.36% among 360,000; in the data active = inhibition above about 34%, passing the limit was not always enough;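 also: antagonist mode with CXCL16 agonist at 10 nM final; 0% = 10 nM CXCL16 with DMSO and 100% = unstimulated wells without agonist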
# Target sequence (O00574 whole entry, looked up): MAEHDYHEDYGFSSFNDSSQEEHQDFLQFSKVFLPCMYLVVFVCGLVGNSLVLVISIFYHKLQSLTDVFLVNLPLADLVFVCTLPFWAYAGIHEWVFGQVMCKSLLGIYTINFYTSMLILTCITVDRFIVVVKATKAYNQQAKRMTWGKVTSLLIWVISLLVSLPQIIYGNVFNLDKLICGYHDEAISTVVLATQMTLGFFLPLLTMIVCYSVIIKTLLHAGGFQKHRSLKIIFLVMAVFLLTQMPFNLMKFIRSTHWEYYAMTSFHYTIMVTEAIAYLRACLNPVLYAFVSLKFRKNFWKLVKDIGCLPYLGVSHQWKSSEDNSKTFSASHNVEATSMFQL
# CCR6 antag: blocks CCL20-driven beta-arrestin recruitment at human CCR6 | P51684 | hit rate 0.49% among 340,000 | CHO-K1 CCR6 PathHunter beta-arrestin, luminescence, CCL20-stimulated | inhibition, % at 20 µM | AID 493098;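 active = compounds whose inhibition of the agonist-driven luminescence signal at 20 µM reaches about 50%, limit read from the data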;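 also: cells stimulated with CCL20 at 14 nM final; plate controls were DMSO with CCL20 for no effect and DMSO without agonist for full effect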
# Gli-Sufu block: blocks Gli-Sufu signaling in a luciferase reporter. inhibition, % at 5 µM. hit rate 0.74% among 340,000. AID 588413. Sufu-KO-LIGHT fibroblasts, Gli luciferase reporter luminescence;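 active = inhibition above about 55%, limit read from the data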;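 also: 0% = DMSO-treated cells and 100% = wells with medium but no cells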
# MPTP block: inhibitors of mitochondrial permeability transition pore | isolated mouse mitochondria, Ca2+ swelling absorbance, 30 min | hit rate 1.4% among 360,000 | inhibition, % at 10 µM;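 active = inhibition of 50% or more, scaled per plate between neutral and stimulator controls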;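 also: 0% = DMSO wells given calcium and 100% = 1 mM EGTA wells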
# The depositor's hits bear a star; x = no result given.
# Values run as follows: EBI2 antag	NR3A LBD binder	APOBEC3A inh	A3G deaminase	CXCR6 block	CCR6 antag	Gli-Sufu block	MPTP block
> Cc1ccccc1N1C(=O)C2ON(c3ccccc3)C(c3ccncc3)C2C1=O (centres undefined)
→ 5	0	-1	-10	-5	-6	0	-0.4
> O=C(NCCCCNC(=O)c1ccc(Br)cc1)c1ccc(Br)cc1
→ 0	0	2	-1	-13	5	39	0.8
> COc1ccc(-c2cccc(-c3nc4ccc(Cl)cn4c3NC3CCCCC3)c2)cc1
→ 15	-1	-3	-3	3	20	11	1.0
> Cc1ccc(OCC(=O)Nc2ccc(N3CCCC3)cc2)cc1C
→ -1	-20	-4	-2	-2	1	3	2.4
> CCC1(C)Cc2nc3[nH]c(=S)n(-c4ccccc4)c(=O)c3cc2CO1 (centres undefined)
→ 0	0	1	-3	9	22	26	-0.4
> CCOC(=O)/C(C#N)=C(/C)c1ccc(OC)cc1
→ -6	2	-2	0	-5	-6	-5	1.7
> O=C(OCC1OC(n2ccc(=O)[nH]c2=O)C2OC12)c1ccccc1 (centres undefined)
→ 2	1	x	x	-7	-2	3	0.5
> COc1ccc(CC(=O)OCC(=O)NC(=O)NC2CCCCC2)cc1
→ -9	2	-3	-2	3	-1	-1	-0.2
> CC(C)COC(=O)CCn1[nH]c(=O)c2ccccc2c1=O
→ 3	-1	-3	0	-1	-17	7	-0.1
> Oc1ccc(Cl)c2cccnc12
→ 17	-1	x	x	43*	66*	-2	-4.4
> CCOC(=O)c1cc(-c2ccccc2)sc1NC(=O)CN1C(=O)NC(CC)(c2ccc(F)cc2)C1=O (centres undefined)
→ 0	-1	-2	-6	3	6	5	2.0
> C[C@@H]1NC(=O)/C(=C\c2ccccc2Cl)NC1=O
→ 1	1	2	-1	4	4	7	-1.3
> Cc1ccccc1-n1cc[nH]c1=S
→ 0	-1	-12	7	-6	1	-9	0.3
> CCOC(=O)c1cccc(NC(=O)CCc2ccccc2)c1
→ 12	0	0	-2	-2	9	-4	-0.6
> Clc1ccccc1OCCCCN1CCCC1
→ -7	-1	-1	-2	-1	-17	2	3.1
> Cc1cc(/C=C2\NC(=O)NC2=O)c(C)n1-c1cccnc1
→ -3	-1	-1	-5	-2	-8	-8	2.5
> COc1ccc([C@H]2CC(=O)C=C(c3cc(OC)ccc3OC)C2)cc1
→ 12	1	3	-6	6	23	6	0.5
> COc1ccc(C(=O)OCC(=O)Nc2cccc(S(=O)(=O)N3CCCCCC3)c2)cc1[N+](=O)[O-]
→ -3	4	x	x	7	2	11	0.6
> O=C(COc1ccccc1)Nc1cc(C(F)(F)F)ccc1N1CCCC1
→ 25	0	-3	-3	8	22	-11	-7.1
> COC(=O)C[C@H]1c2cc(F)ccc2S(=O)(=O)N1c1ccccc1
→ -13	1	-3	-8	0	1	-2	-0.1
> COc1cccc(N2CCN(c3ccc4nnc(CCC(=O)Nc5ccccc5OC)n4n3)CC2)c1
→ 6	3	-6	1	0	9	3	-2.0
> COCCn1c(SCC(=O)c2ccccc2)nc2c(c1=O)SC(C)C2 (centres undefined)
→ 9	-3	1	-1	1	-1	4	1.7
> O=C(Nc1ccc(S(=O)(=O)NC2=NCCCCC2)cc1)c1ccc(C(F)(F)F)cc1
→ 6	0	-6	-2	2	5	-1	2.3
> Nc1nc2c(nnn2Cc2ccc(Cl)c(Cl)c2)c(=O)[nH]1
→ -1	-2	x	x	1	-6	10	-2.2
> Cc1ccc(NC(=O)CCC(=O)NNC(=O)CCc2ccccc2)c(C)c1
→ -12	0	3	-7	-9	-11	-17	-4.5
> CC(Sc1cccc2cccc(C(=O)O)c12)C(=O)O (centres undefined)
→ 10	0	-2	-3	-2	-14	0	0.4
> COc1cc2c(cc1OC)C(c1ccccc1)N(S(C)(=O)=O)CC2 (centres undefined)
→ 3	0	-2	-7	5	6	-3	0.1
> Cc1ccc(S(=O)(=O)N2CCOCC2)cc1NC(=O)CSc1n[nH]c(N)n1
→ 9	0	-4	-4	4	10	7	1.0
> O=C1CC(c2ccccc2)n2nc(NC(=O)c3ccccn3)nc2N1 (centres undefined)
→ -10	0	3	1	0	2	4	0.0
> CC(=O)NCc1ccc(C(=O)O)cc1
→ -7	0	-2	-4	-1	10	3	2.1
> CCCn1nc(NC(=O)CC(C)C)c2cc3cccc(C)c3nc21
→ 1	x	1	-3	-1	8	5	-0.7
> Cc1ccccc1NC(=S)NNC(=O)c1cccnc1
→ -14	-1	-4	-4	4	-3	-2	2.6
> CN(CC(CC(=O)O)c1ccccc1)S(=O)(=O)c1ccc(Br)cc1 (centres undefined)
→ -3	1	-3	-6	10	3	10	0.5
> C[C@H]1C(=O)N(c2ccccc2)[C@@H]1c1ccccc1
→ 7	-2	1	3	0	16	1	-1.6
> O=[N+]([O-])c1ccc(S(=O)(=O)N2CCN(C3CCN(Cc4ccccc4)CC3)CC2)cc1
→ 3	0	-5	-10	-9	-7	27	0.4
> O=C(COC(=O)c1ccc([N+](=O)[O-])cc1)NC1CCCC1
→ -8	-3	-2	-5	-17	-8	-3	-0.7
> N#CCC(=O)N/N=C/c1cn(Cc2ccc(Cl)cc2Cl)c2ccccc12
→ -7	24*	-2	4	4	19	10	4.0
> Cc1ccc2cccc(Oc3ccc([N+](=O)[O-])cc3[N+](=O)[O-])c2n1
→ 1	9	0	0	0	8	3	0.9
> Cc1cccc(NC(=O)CCCN2C(=O)c3cccc4cccc(c34)C2=O)c1
→ 4	2	10	0	0	19	-9	-2.1
> CC(C)[C@@H]1N[C@]2(C(=O)Nc3ccccc32)[C@@H]2C(=O)N(c3cccc(C(F)(F)F)c3)C(=O)[C@@H]21
→ -2	-3	0	-6	-8	-10	5	1.6
> COc1nc(-c2ccccc2)cc(C(F)(F)F)n1
→ 1	0	5	-3	-7	10	6	-1.9
> COc1ccc(CNC(=O)CCCc2ccccc2)cc1
→ 0	0	-1	0	-4	5	-15	-0.2
> COc1ccc(OCC(=O)N/N=C(/C)Cc2ccccc2)cc1
→ -4	-1	2	-2	-5	3	-13	2.5
> CCN(Cc1nc2cc(Cl)ccc2c(=O)[nH]1)C(=O)CN1C(=O)NC2(CCCCC2C)C1=O (centres undefined)
→ -1	2	4	-13	3	5	-5	-1.2
> O=C1C=C(N2CCOCC2)c2ccccc2C1=O
→ -10	3	5	0	-32	-10	13	3.8
> C=CC1(C)CN(Cc2ccco2)S(=O)(=O)c2c(F)cccc2O1 (centres undefined)
→ -3	0	x	x	10	8	-3	-2.0
> CCOc1cc(CC(=O)N[C@@H](CC(C)C)c2ccccc2N2CCCCC2)ccc1C(=O)O
→ 5	-4	-1	-10	-7	-3	2	-2.9
> O=C(Nc1ccc(F)cc1)c1cc(S(=O)(=O)N2CCCCC2)cs1
→ 24	-5	1	-1	-4	5	15	37
> NS(=O)(=O)c1ccc(CNC(=O)Cc2ccsc2)cc1
→ 2	-2	4	-10	-12	-26	3	0.7
> O=C(C1CCCN(Cc2cccs2)C1)N1CCCCCC1 (centres undefined)
→ -2	11*	-4	-10	-3	24	1	2.3
> O=C(CCSc1ccc(Cl)cc1)N1CCOCC1
→ 4	4	2	-4	1	-1	-37	0.5
> S=C(c1ccc(Br)cc1)N1CCN(Cc2ccccc2)CC1
→ 25	1	0	40*	0	13	2	0.1
> Cc1cc(C)cc(NC(=O)c2ccc(NC(=O)C3C4CC5OC(=O)C3C5C4)cc2)c1 (centres undefined)
→ 4	-1	4	-2	13	-3	-14	-2.2
> CN1C(=O)N(C)c2cccc3cccc1c23
→ -5	-1	4	-5	-15	1	0	2.2
> Cc1ccc(CNC(=O)Cn2cnc(S(=O)(=O)N3CCC(C)CC3)c2)o1
→ 7	0	0	-2	3	6	-15	-1.7
> O=C(N/N=C/c1ccc(O)c(O)c1)NC12CC3CC(CC(C3)C1)C2
→ 9	1	-8	-9	-17	6	12	3.0
> CSc1sc(C(=O)N2CCc3ccccc32)cc1S(=O)(=O)C(C)C
→ -4	3	2	5	5	8	7	1.3
> CCCCCN(C(=O)CCC(=O)OCC(=O)N(C)Cc1ccc(C)cc1)c1c(N)n(CCCC)c(=O)[nH]c1=O
→ -3	-2	-5	-8	-9	13	14	0.3
> CC(C)c1cc(C(=O)N2CCCC(CCC(=O)N3CCN(c4ccccn4)CC3)C2)no1 (centres undefined)
→ 1	1	-10	7	-1	6	7	2.9
> Cc1cc(Nc2ccccc2Cl)n2nnnc2n1
→ -9	-2	-2	-6	5	7	-5	0.8

# (listing goes on)
# Values run as follows: EBI2 antag	NR3A LBD binder	APOBEC3A inh	A3G deaminase	CXCR6 block	CCR6 antag	Gli-Sufu block	MPTP block
> O=C(Nc1nnc(CC(=O)N2CCOCC2)s1)C1COc2ccccc2O1 (centres undefined)
→ -19	6	-1	-1	-2	-9	-1	11
> Cc1cnc(C(=O)OC(C)C(=O)Nc2ccccc2-c2ccccc2)cn1 (centres undefined)
→ 7	-1	6	-6	5	0	-5	-0.7
> COc1ccc(CNC(=O)c2cc(COc3c(F)cccc3F)on2)cc1OC
→ 0	-3	-1	-1	-3	17	7	0.4
> O=C(c1ccccc1Nc1ccc(SC(F)F)cc1)N1CCCCC1
→ 16	3	-5	-4	3	14	-4	2.2
> O=C(NC1CCCCCC1)c1c(O)nc2sccn2c1=O
→ -10	3	5	-4	-2	5	-3	-1.2
> O=C(Nc1ccc(S(=O)(=O)N2CCCC2)cc1)c1cccnc1
→ -5	2	-2	-5	2	-3	-7	-0.4
> Cc1ccc(/C=N/NC(=O)c2cccc([N+](=O)[O-])c2)o1
→ -14	-4	x	x	0	-2	2	0.4
> CCc1cccc(NS(=O)(=O)c2ccc3c(c2)NC(=O)C(C)S3)c1 (centres undefined)
→ -18	-7	-2	-2	-4	-17	21	2.2
> O=C(Nc1ccc2c(c1)OCO2)c1ccc(Br)c(S(=O)(=O)N2CCCC2)c1
→ 0	-5	-2	20	1	17	-5	8.5
> CC(C)N1C(=O)c2ccccc2C1C(=O)NC1CCCCCC1 (centres undefined)
→ -15	-1	-7	-5	-8	15	-4	1.3
> COc1cc(C(=O)COC(=O)c2cccs2)cc(OC)c1OC
→ -4	3	0	-6	0	5	2	-0.1
> COc1ccc([N+](=O)[O-])cc1NC(=O)c1cn(-c2ccc(C)c(C)c2)c(=O)c2ccccc12
→ 8	-2	2	-3	-8	13	12	1.4
> C=CCN1C=CC(=CC=C(C#N)C#N)C=C1
→ 15	0	-3	-10	13	13	-2	-0.8
> O=C(Cn1c(=O)[nH]c2ccccc2c1=O)Nc1ccc2c(c1)OCO2
→ -17	-1	0	1	-1	6	-10	-1.2
> CCOC(=O)N1CCN(S(=O)(=O)c2ccc(OC)c(Cl)c2Cl)CC1
→ -21	1	2	-1	0	-4	9	-2.6
> Cc1ccc(N(C)S(=O)(=O)c2cccc(C(=O)NNC(=O)c3ccncc3)c2)cc1
→ -6	0	-4	-7	1	7	-2	0.1
> Cc1cccc2c(C(=O)Nn3cnnc3)cc(-c3ccccc3Cl)nc12
→ -12	-2	6	-12	6	-3	4	-0.7
> CCCOc1ccc(N2C(=O)CC(N(CCc3ccc(S(N)(=O)=O)cc3)C(C)=O)C2=O)cc1 (centres undefined)
→ -6	0	0	-1	-2	0	3	-1.1
> Nc1ccnn1-c1ccccc1
→ -1	-5	-7	-14	-1	-9	-7	4.9
> Cc1ccccc1N(Cc1cc(=O)[nH]c2ccccc12)C(=O)CCl
→ 9	x	-1	-4	-6	x	x	-0.1
> COCCNC(=O)c1c[nH]c2cc(OC)c(OC)cc2c1=O
→ 0	-1	-1	-1	-8	-12	-9	-1.3

# Bioassay records: PubChem BioAssay, Sanford-Burnham Center for Chemical Genomics

# Compounds were not picked by outcome, and some 5.8% of all compounds hit somewhere here.
